ULK1 primary = human ULK1 kinase inhibition, primary screen; AlphaScreen Atg13 phosphorylation by ULK1, luminescence; inhibition, % at 5.96 µM; hit rate 1.9% among 30,000; AID 1259251; in the data active = inhibition above about 43%;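 note: 0% = median of compound wells and 100% = no enzyme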
Target sequence (O75385 whole entry, looked up): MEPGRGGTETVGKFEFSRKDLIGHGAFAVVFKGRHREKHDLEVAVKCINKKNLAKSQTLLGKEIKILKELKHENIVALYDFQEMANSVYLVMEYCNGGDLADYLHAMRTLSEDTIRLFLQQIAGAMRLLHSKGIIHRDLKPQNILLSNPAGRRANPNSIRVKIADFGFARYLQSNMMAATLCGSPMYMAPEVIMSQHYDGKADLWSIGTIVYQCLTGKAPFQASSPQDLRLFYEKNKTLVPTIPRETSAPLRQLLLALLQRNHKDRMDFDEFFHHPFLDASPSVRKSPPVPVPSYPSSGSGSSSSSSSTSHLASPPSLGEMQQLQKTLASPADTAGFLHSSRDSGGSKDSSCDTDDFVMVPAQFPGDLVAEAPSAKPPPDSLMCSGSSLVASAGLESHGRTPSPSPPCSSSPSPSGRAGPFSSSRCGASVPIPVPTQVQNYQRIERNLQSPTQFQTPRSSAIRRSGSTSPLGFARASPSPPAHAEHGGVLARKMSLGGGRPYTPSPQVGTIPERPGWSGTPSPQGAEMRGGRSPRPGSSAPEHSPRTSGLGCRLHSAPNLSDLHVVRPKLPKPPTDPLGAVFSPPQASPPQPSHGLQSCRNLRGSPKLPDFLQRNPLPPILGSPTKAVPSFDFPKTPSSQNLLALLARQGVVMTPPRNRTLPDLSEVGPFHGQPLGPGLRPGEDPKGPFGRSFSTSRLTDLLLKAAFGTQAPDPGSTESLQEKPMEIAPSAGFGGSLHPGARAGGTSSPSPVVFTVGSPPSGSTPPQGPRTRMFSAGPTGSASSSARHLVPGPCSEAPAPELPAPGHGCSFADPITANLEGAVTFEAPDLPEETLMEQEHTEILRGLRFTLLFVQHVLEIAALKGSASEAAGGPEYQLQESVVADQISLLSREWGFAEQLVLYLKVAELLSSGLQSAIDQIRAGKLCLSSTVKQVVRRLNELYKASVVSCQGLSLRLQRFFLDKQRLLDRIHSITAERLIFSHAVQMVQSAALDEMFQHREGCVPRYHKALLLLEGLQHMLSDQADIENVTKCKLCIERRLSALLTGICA
ASK1 primary = human ASK1 kinase inhibition, primary screen | Q99683 | AlphaScreen MKK6 phosphorylation by ASK1, luminescence | inhibition, % at 7.44 µM | hit rate 0.99% among 22,000; in the data active = inhibition above about 35%;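 note: 0% = median of compound wells and 100% = no enzyme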
The depositor's hits bear a star; . = not tested or not shown; & = joins results of further samples.

canonical_smiles	ULK1 primary	ASK1 primary
Cc1[nH]ncc1-c1cc2c(cc1F)nc(C1COc3ccccc3C1)n2CCN(C)C (centres undefined)	-9	1
NC(=O)c1ccccc1Nc1cc(NC(=O)Cc2ccc(CN3CCOCC3)cc2)ncc1C(F)(F)F	63*	28
O=C(NCc1cccnc1)c1ccnc(N2CCc3ccccc3C2)c1	-1	-15
CC(C)N(CCNC(=O)c1cccc(Nc2nccc3ccccc23)c1)C(C)C	-32	-33
Cc1ncn(-c2ccc(Nc3ncc4cccc(-c5ccc6ccn(C)c6c5)c4n3)cc2)n1	1	-114
O=C(NCCc1ccc(O)cc1)C1CCN(c2ccc(NCCN3CCOCC3)nn2)CC1	5	16
CN(C)c1cccc(Nc2nc(NCCO)c3[nH]cnc3n2)c1	16	7
CC(=O)Nc1ccc(NC(=O)c2cccc(-c3cccs3)n2)cc1	7	8
COc1cc(-c2cn[nH]c2)ccc1C(=O)NC[C@@H](O)c1ccccc1	9	5
O=C(NCc1cccnc1)c1cccc(N2CCC(N3CCOCC3)CC2)n1	2	-4
CC(=O)Nc1ccc(Nc2nc(-c3c(C)noc3C)nc3c2ncn3C2CCCCC2)cc1	0	-4
CC(=O)Nc1ccc(NC(=O)c2csc(Nc3nccc4ccccc34)n2)cc1	8	-3
c1cc(-n2cnc3c(Nc4ccc(N5CCOCC5)cc4)nc(Nc4ccc(N5CCOCC5)cc4)nc32)cs1	20	20
COCC1=C(C(=O)O)N2C(=O)[C@@H](NC(=O)/C(=N\OC)c3csc(N)n3)[C@H]2SC1	3	.
COc1cc2nc(Nc3cccc(N(C)C)c3)nc(NC3CC3)c2cc1OC	7	49*
COc1ccc(-c2nc(NCCN3CCOCC3)c3ncn(C(C)C)c3n2)cc1	7	-10
COc1ccc2c(cc(C(=O)O)n2C)c1OC	4	.
O=C(NCCc1ccccc1)NCc1nnnn1-c1cccc(F)c1	-1	.
O=C(NCc1cccc(C(F)(F)F)c1)C1CCN(c2ccc(Nc3nccc4ccccc34)nn2)CC1	-7	-10
O=C(NC1CC1)c1csc(N2CCCC2CO)n1 (centres undefined)	-19	12

Next section (three carried over from the part before).
canonical_smiles	ULK1 primary	ASK1 primary
O=C(NCCc1ccccc1)NCc1nnnn1-c1cccc(F)c1	-1	.
O=C(NCc1cccc(C(F)(F)F)c1)C1CCN(c2ccc(Nc3nccc4ccccc34)nn2)CC1	-7	-10
O=C(NC1CC1)c1csc(N2CCCC2CO)n1 (centres undefined)	-19	12
Cc1cc(NCc2ccccc2)nc(Nc2ccc3ncccc3c2)n1	-31	1
NC(=O)c1ccc(Nc2cc(-c3ccc(Cl)cc3)ncn2)cc1	-15	-8
COc1ccc(-c2nc(NCCN3CCOCC3)c3ncn(CCN4CCCC4=O)c3n2)cn1	6	0
c1ccc(Nc2nc(Nc3ccc4ncccc4c3)nc3nc[nH]c23)cc1	24	-29
COc1ccc(-c2cccc(C(=O)NCc3nc4ccccc4[nH]3)n2)cc1	-25	-12
O=C(NCCOc1ccccc1)c1csc(Nc2ccccn2)n1	-3	12
COc1cc(N2CCOCC2)ccc1Nc1cc(Nc2cccc3c2C(=O)N(C)C3)c(C(F)(F)F)cn1	16	-1
COc1ccc(C(=O)Nc2c(C)nc3ccccn3c2=O)c(OC)c1	6	.
Cc1cc(NCCOc2ccccc2)nc(-c2c(C)noc2C)n1	-5	1
Nc1cc(-c2ccc3nc(C4COc5ccc(F)cc5C4)oc3c2)ccn1 (centres undefined)	-11	12

Structures above that contain sulfur (6):
canonical_smiles	ULK1 primary	ASK1 primary
CC(=O)Nc1ccc(NC(=O)c2cccc(-c3cccs3)n2)cc1	7	8
CC(=O)Nc1ccc(NC(=O)c2csc(Nc3nccc4ccccc34)n2)cc1	8	-3
c1cc(-n2cnc3c(Nc4ccc(N5CCOCC5)cc4)nc(Nc4ccc(N5CCOCC5)cc4)nc32)cs1	20	20
COCC1=C(C(=O)O)N2C(=O)[C@@H](NC(=O)/C(=N\OC)c3csc(N)n3)[C@H]2SC1	3	.
O=C(NC1CC1)c1csc(N2CCCC2CO)n1 (centres undefined)	-19	12
O=C(NCCOc1ccccc1)c1csc(Nc2ccccn2)n1	-3	12

(continued)
canonical_smiles	ULK1 primary	ASK1 primary
CC(C)n1c(-c2cccc(N)c2)nc2c(N)ncnc21	-1	22
CCN(CC)C(=O)C(=O)N/N=C/c1cccc(OC)c1OC	-9	.
c1cc(-c2cncc(N3CCOCC3)c2)nc(Nc2ccc3c(c2)OCO3)n1	25	-4
O=C(Nc1nc(-c2ccncc2)c(-c2cccnc2)s1)C1COc2ccccc2O1 (centres undefined)	-14	13
CC(=O)Nc1c(I)c(NC(C)=O)c(I)c(C(=O)O)c1I	-1	.
NC1CCC(NC(=O)c2cccc(-n3cc(NC(=O)Cc4ccccc4)cn3)c2)CC1 (centres undefined)	-1&4	1&-2
FC(F)(F)c1ccc(Cn2cnc3c(Nc4ccccc4)nc(NCc4cccnc4)nc32)cc1	-18	0
COc1ccc(CCNc2nc(-c3csc4ccccc34)nc3c2ncn3Cc2ccc(C(F)(F)F)cc2)cc1	-3	-3
CC(=O)Nc1ccc(Nc2nc(Nc3cnccn3)nc3c2ncn3-c2ccccc2)cc1	-11	-38
COc1ccc(CCNc2nc(Nc3ccc(-n4ccnc4)cc3)nc3c2ncn3-c2ccsc2)cc1	13	16
Cc1cc(NCc2nc3ccccc3[nH]2)nc(-c2ccccc2)n1	18	-9
O=C(O)c1ccccn1	4	.
Cc1cnc(Nc2ccc(-n3ccnc3)cc2)nc1NCCCN1CCCC1=O	69*	-9
Cc1nn(C)c(C)c1-c1nc(NCCCN2CCCC2=O)c2ncn(CCN3CCCC3=O)c2n1	-2	8
Cc1cc(NC2CC2)nc(NC2CCN(Cc3ccccc3)CC2)n1	-3	-14
CC(C)N(CCNC(=O)c1cccc(Nc2cnccn2)n1)C(C)C	7	-2
CO/N=C(/C(=O)Sc1nc2ccccc2s1)c1csc(N)n1	1	.
CC(=O)c1cccc(-c2nc3ccc(C(=O)NC4CC4)cc3s2)c1	-2	5
O=C(NCCN1CCOCC1)c1cccc(-c2csc3ccccc23)n1	-8	-3
CN1CCN(C(=O)c2ccc(-c3cccc(C(=O)Nc4ccc(Oc5ccccc5)cc4)n3)cc2)CC1	-28	1
O=c1cccc(-c2ccccc2)n1Cc1ccc(Br)cc1	3	.
O=C(NCc1cccnc1)c1csc(N2CCCC2CO)n1 (centres undefined)	8	1
CC(C)(C)C(=O)OCC(=O)C1CCC2C3CCC4=CC(=O)CCC4(C)C3CCC12C (centres undefined)	-15	.
CO/N=C(\C(=O)O)c1csc(N)n1	-10	.
COc1ccc(Nc2nccc(-c3cncc(N4CCOCC4)c3)n2)cc1OC	47*	21
Cc1nn(C)c(C)c1-c1nc(NCCO)c2ncn(CCN3CCCC3=O)c2n1	-1	-10
CNCCCC1c2ccccc2C=Cc2ccccc21	5	.
Cc1onc(-c2nc(Nc3ccc(-n4cnc(N5CCOCC5)n4)cc3)ncc2Cl)c1-c1cnn(C)c1	-22	14
CC(C)Oc1cccc(CN(C)C(=O)Nc2ccc(-c3cn[nH]c3)cc2)c1	-44	-11
O=C(O)CSCC(=O)N1CCC(c2nnc(-c3ccccc3)o2)CC1	-29	.
CCCNc1ccnc(Nc2ccc(C(F)(F)F)cc2)n1	-7	0
CN=c1oc2ccc(Br)cc2cc1C(N)=O	-11	.
Cc1cnc(-c2ccc(C(N)=O)cc2)nc1NCCOc1ccccc1	-34	1
O=C(CN1C(=O)NC2(CCN(Cc3ccccc3)CC2)C1=O)NCc1ccc(F)cc1	3	.
c1ccc(CN2CCC(Nc3nc(N4CCC(N5CCOCC5)CC4)nc4c3ncn4-c3ccccc3)CC2)cc1	-12	1
CC(C)N(CCNc1nc(-c2ccccc2)nc2c1ncn2-c1ccsc1)C(C)C	-10	6
CCCNc1cc(N2CCN(Cc3ccc4c(c3)OCO4)CC2)ncn1	-1	-9
COc1ccc(-c2nc3c(NCCOc4ccccc4)ncnc3n2C(C)C)cc1	-6	-2
COc1cc(NC(=O)c2ccc3nc(-c4ccc(C(N)=O)cc4)sc3c2)cc(OC)c1OC	-37	-12
COc1cc(NC(=O)c2ccc3nc(Nc4ccc5ncccc5c4)sc3c2)cc(OC)c1OC	3	8
COc1ccc(CCNc2ncnc3c2nc(N2CCN(Cc4ccc5c(c4)OCO5)CC2)n3C(C)C)cc1	-18	12
O=C1CCCN1CCn1cnc2c(NC3CCN(Cc4ccccc4)CC3)nc(N3CCOCC3)nc21	8	0
COc1ccc(-c2cccc(C(=O)NCCOc3ccccc3)n2)cn1	-9	-16
c1ccc(-c2cc(Nc3ccc(N4CCOCC4)cc3)ncn2)cc1	-3	15
COc1ccc(-c2nc(N)c3ncn(-c4ccccc4)c3n2)cc1	-9	-4
Cc1cc(=O)[nH]c(-n2nc(C)cc2NC(=O)C(c2ccccc2)c2ccccc2)n1	8	.
CCOc1cc(/C=C2\SC(=S)N(CC(=O)O)C2=O)ccc1O	13	.
Cn1nnnc1-c1ccc(Nc2nccc(-c3ccc(N4CCC(O)CC4)c(C#N)c3)n2)cc1	64*	-24
NS(=O)(=O)c1ccc(Nc2nccc(-c3cc(Cl)ccc3Cl)n2)cc1	-10	7
O=C(NCc1ccncc1)c1ccc2cncc(-c3ccccc3)c2n1	36	.

Later entries.
canonical_smiles	ULK1 primary	ASK1 primary
Cc1ccc(C(=O)Nc2ccc(CN3CCN(C)CC3)c(C(F)(F)F)c2)cc1C#CC1=CNC2=CC=CNN12	-27	.
COc1cc(OC)cc(OC)c1	6	.
O=C(Nc1ccc(Oc2ccccc2)cc1)c1cc(N2CCc3ccccc3C2)nc2ccccc12	-2	-16
O=C(NCc1nc2ccccc2[nH]1)c1cnc(N2CCOCC2)s1	5	8
CC(C)N(CCNc1ncnc2c1nc(-c1ccc(C(N)=O)cc1)n2C(C)C)C(C)C	-1	-2
CC(C)N(CCNc1nc(NCc2ccc3c(c2)OCO3)nc2c1ncn2CCN1CCCC1=O)C(C)C	-3	-12
CN1C(=O)Cc2cc(NS(=O)(=O)Cc3ccccc3Cl)ccc21	-1	.
CCN(CC)C(=O)C1CCCN(c2nc(Nc3ccccc3)c3ncn(CCN4CCCC4=O)c3n2)C1 (centres undefined)	2	-10
Cn1ccc2cc(-c3cncc(C(=O)NCCN4CCOCC4)c3)ccc21	-19	-6
Cc1cccc(CC(=O)Nc2cnn(Cc3ccccc3)c2)c1	-12	3
COc1cc(NC(=O)Cc2cn(-c3ccc(Nc4ccc(-n5ccnc5)cc4)nn3)c3ccccc23)cc(OC)c1OC	9	27
CC(=O)c1cccc(-c2cc(NCCOc3ccccc3)ncn2)c1	-7	0
CC(=O)Nc1ccc(Nc2ccnc(Nc3ccc4ncccc4c3)n2)cc1	-15	3
O=C(c1ccc(F)cc1)C1CCN(CCn2c(=S)[nH]c3ccccc3c2=O)CC1	-3	.
OCCNc1ccnc(N2CCN(c3ccccn3)CC2)n1	-8	3
CC(C)N(CCNc1cc(Nc2cnccn2)nc(N)n1)C(C)C	6	-17
Cc1ncn(-c2ccc(Nc3nccc(-c4cc(C#N)cc(NC(C)C)c4)n3)cc2)n1	-18	15
N#C/C(=C\c1cccc([N+](=O)[O-])c1)C(=O)Nc1ccc([N+](=O)[O-])cc1C(F)(F)F	22	.
O=C(Cc1cn(-c2ccc(Nc3ccncn3)nn2)c2ccccc12)NC1CC1	8	-9
O=C1CCCN1CCn1cnc2c(NCCN3CCOCC3)nc(NC3CCN(Cc4ccccc4)CC3)nc21	-26	3
OCCNc1ncnc2nc(Nc3cnccn3)[nH]c12	17	0
COc1cc2nc(Nc3cc(OC)c(OC)c(OC)c3)nc(NCc3cccc(C(F)(F)F)c3)c2cc1OC	-23	-1
c1ccc(-c2nc(-c3ccccn3)cc(N3CCN(c4ccccn4)CC3)n2)cc1	4	.
COc1ccc(-c2cnc(NCc3cc(OC)c(OC)c(OC)c3)n2C)cc1	0	.
O=C(c1ccc(-c2cnn(CCO)c2)nc1)N1CCOCC1	1	.
NC(=O)c1ccc(-c2nccc(NCc3ccccc3)n2)cc1	-13	-16
FC(F)(F)c1ccc(Cn2cnc3c(NC4CC4)nc(N4CCN(c5ccccn5)CC4)nc32)cc1	-29	0
CCN(CC)c1cc(-c2ccccc2F)nc(-c2cccnc2)n1	-20	.
CCNc1nc(C)cc(NCCN(C(C)C)C(C)C)n1	2	-11
O=C1CCCN1CCn1cnc2c(NCCO)nc(N3CCc4ccccc4C3)nc21	0	8
Cc1cncc2c(S(=O)(=O)N3CC[C@@H](NC(=O)[C@H](C)O)C3)cccc12	8	-3
Cc1cnc(-c2cccc(N)c2)nc1NCc1ccccc1	3	1
COc1cccc(CNC(=O)c2cc3c(-c4ccncc4)cccn3n2)c1	-12	-23
NC(c1nc2ccc(-c3ccncc3)cc2[nH]1)c1ccc(F)cc1F (centres undefined)	-3	-19
CC(C)N(CCNc1nc(NCc2cccnc2)nc2nc[nH]c12)C(C)C	-3	3
O=C(NCc1ccccc1)c1ccc2nc(N3CCC(N4CCOCC4)CC3)sc2c1	-5	-20
